Screening results: PubChem BioAssay, several laboratories
CHT allo act – allosterically activates the human high affinity choline transporter. B-score at 10 µM. 310,000 compounds, 0.49% hits. AID 488977. CHT-expressing cells, membrane potential dye, choline EC20; stronger effect = higher value; LV-AA mutant CHT in HEK293 cells;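 active means initial fluorescence not abnormally high and integrated response B-score, plate-corrected, over 3 SD above library mean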
OX1R antagonist – blocks the human orexin 1 receptor | 330,000 compounds, 0.43% hits | inhibition, % at 5 µM | O43613 | CHO/OX1R cells, Fluo-8 calcium fluorescence, orexin A;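 active means inhibition above its plate's threshold, mean inhibition of all tested compounds on the plate plus 3 SD, cut at about 37% in these data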;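 further: 0% = orexin A challenge wells and 100% = SB-334867-A antagonist wells; not every result past the cut was called active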
Target sequence (O43613 whole entry, looked up): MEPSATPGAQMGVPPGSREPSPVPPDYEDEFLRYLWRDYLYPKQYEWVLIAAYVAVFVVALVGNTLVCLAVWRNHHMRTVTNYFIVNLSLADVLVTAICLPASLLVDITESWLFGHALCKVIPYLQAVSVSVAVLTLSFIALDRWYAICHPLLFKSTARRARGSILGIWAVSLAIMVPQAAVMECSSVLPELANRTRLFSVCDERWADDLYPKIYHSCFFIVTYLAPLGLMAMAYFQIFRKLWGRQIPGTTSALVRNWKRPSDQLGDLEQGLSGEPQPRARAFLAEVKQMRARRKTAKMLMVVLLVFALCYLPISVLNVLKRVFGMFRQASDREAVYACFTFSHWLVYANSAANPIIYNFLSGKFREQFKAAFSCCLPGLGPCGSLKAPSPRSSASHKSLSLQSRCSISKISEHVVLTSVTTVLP
The depositor's hits bear a star; i = inactive; nt = no result given.

structure	CHT allo act	OX1R antagonist
CC(=O)/C(C#N)=C1\NC(=O)C(Cc2ccc(F)cc2)S1 (configuration not stated)	i	-18
COc1ccc(CN2CCCCC2C)c(C)c1C (configuration not stated)	i	-19
OC(COc1ccc(Br)cc1)CN1CCOCC1 (configuration not stated)	i	-7
CCn1c(SCC(=O)N/N=C/c2ccc(C)s2)nc2ccccc21	i	-29
Cc1ccc(-n2c(CSc3nc(C)cc(C)n3)nnc2SCC(=O)NCc2ccco2)cc1	i	-3
COc1ccc(-c2nsc3c(N4CCCCC4)ncnc23)cc1	i	-21
CC(=O)OCCCNc1cc(SCc2ccco2)c2nonc2c1[N+](=O)[O-]	i	-25
Cc1ccccc1C(=O)NCC(=O)OCCCOC(=O)CNC(=O)c1ccccc1C	i	-3
CC(C(=O)N1CCCCC1)n1sc2ccccc2c1=O (configuration not stated)	i	-19
O=Cc1ccc(C(=O)OCC(=O)Nc2ccc(F)cc2F)cc1	i	-8
Cc1cc(C(=O)Nc2ccccc2Cc2ccccc2)no1	i	-24
Cc1ccsc1/C=C1\CCc2ccccc2C1=O	i	-13
CN(CC(=O)Nc1ccc(N2CCOCC2)cc1)CC(=O)Nc1cccc(C#N)c1	i	-10
CC(=O)c1cc(CN2CCCCC2)cc(OC(C)C)c1	i	-20
CCCS(=O)(=O)N1CCCC(C(=O)c2cccc(Cl)c2)C1 (configuration not stated)	i	-13
CC(NC(=O)CNC(=O)Cc1cccc2ccccc12)c1ccc(S(N)(=O)=O)cc1 (configuration not stated)	i	nt
CSc1nc2ccsc2c(=O)n1-c1cccnc1	i	-6
O=C(COC(=O)c1cc(=O)[nH]c2ccccc12)NCc1ccc(Cl)cc1	nt	-19
COc1ccc(N(CC(=O)Nc2ccc(Cc3ccncc3)cc2)S(=O)(=O)c2ccccc2)cc1	i	-8
CCN(CC)C(=O)c1sc(NC(=O)c2ccncc2)c(C(=O)OC)c1C	i	-7
COCCn1c(CCc2ccccc2)n[nH]c1=S	i	-6
O=C(Cc1ccccc1)N/N=C/c1cccnc1	i	7
CCN1CCN(c2cc(C)c3cc(NC(=O)c4ccncc4)ccc3n2)CC1	i	-28
Cc1nc2c(C(=O)NCc3ccc(F)cc3)c[nH]n2c(=O)c1Cl	i	-3
Cc1cccc(NC(=O)c2ccc([N+](=O)[O-])cc2Cl)n1	i	-8
Cc1ccc(NC(=O)COC(=O)Cn2cnc3c2c(=O)n(C)c(=O)n3C)cc1	nt	-33
Cc1ccc(C(=O)ON=C2CCN(S(=O)(=O)c3ccccc3)CC2)cc1	i	-33
C/C=C\C(=O)Nc1cccc(C2=NOC3(C2)C[C@H](C(N)=O)N(C(=O)[C@H]2CCC(=O)N2)C3)c1 (some centres not stated)	i	-1
OCCNCCSc1ccc(Cl)cc1	i	-10
CC1(C)Cc2c(C#N)c(SCCO)nc(N3CCOCC3)c2CO1	i	0
COc1ccc(CC(=O)OCC(=O)NCc2ccccc2Cl)cc1OC	i	-20
COC(=O)c1cc(NC(=O)c2c(Cl)cnn2C)cc(C(=O)OC)c1	i	-16
COc1cc(/C=N/NC(=O)CSc2ccccn2)ccc1OC(C)C	i	-35
O=C(Cn1cccc1C(=O)c1ccccc1)NCc1ccco1	i	-9
CN1C(=O)C2C=CC1C1C(=O)N(c3ccccc3)C(=O)C21 (configuration not stated)	i	2
Nc1cc(C(=O)O)ccc1Sc1ccccc1C(=O)O	i	1
Cn1nnnc1SCCNCc1cccnc1	i	3
Cc1c(Cl)c(C(F)(F)F)nn1CC(=O)NN	i	-16
COc1ccc(N2CCN(C(=O)CN3CCN(C(c4ccccc4)c4ccccc4)CC3)CC2)cc1	i	-14
COC(=O)C1CCN(c2ccc([N+](=O)[O-])cc2[N+](=O)[O-])CC1	i	-5
O=C(NCCCNC(=O)c1ccccn1)c1cccc(F)c1	i	-3
O=C(CCC(=O)N1CCOc2ccccc21)NCCN1CCOCC1	i	13
COc1ccc(O)c(/C=C2/SC(=S)N(Cc3ccccc3)C2=O)c1	i	-8
CC(NC(=O)COC(=O)COc1ccc(C(=O)c2ccccc2)cc1)c1ccccc1 (configuration not stated)	nt	-13
O=C(NC1CC1)C1=C[C@H](c2csc3ccccc23)C[C@H](OCCCCO)O1	i	-19
CCC(C)(C)NC(=O)C(c1ccc(F)cc1)N(Cc1ccco1)C(=O)CCC(=O)Nc1ccccn1 (configuration not stated)	i	6
O=C(NCc1ccccc1F)C1CCN(S(=O)(=O)c2ccccc2)CC1	i	-4
OCC12COC(c3ccccc3)N1C(c1ccccc1)OC2 (configuration not stated)	i	-3
CN1CCN(c2cnn(-c3ccccc3)c(=O)c2Br)CC1	i	-7
Cc1ccc(CN2CCNC(=O)C2CC(=O)NCC(F)(F)F)o1 (configuration not stated)	i	-14
CCC(=NCc1ccc(Cl)c(Cl)c1)c1nc(-c2ccco2)oc1O	i	-22
O=C(CN(C(=O)CNS(=O)(=O)c1ccccc1)C1CCCC1)NCC1CCCO1 (configuration not stated)	i	-2
Cc1cccc(C(=O)OCC(=O)c2ccc3c(c2)NC(=O)CO3)c1	nt	5
COc1nc(N=C(N)N)nc2ccc(C)cc12	7.4*	-4
NC(=O)C1CCN(c2ncc(C(F)(F)F)cc2Cl)CC1	i	-19
Cc1cc(C)c(C#N)c(SCc2[nH]nc3c2C(c2ccc(F)cc2)C(C#N)=C(N)O3)n1 (configuration not stated)	i	-33
COc1cc(/C=C2\SC(=S)N(CCC(=O)NC3CCCC3)C2=O)cc(OC)c1OC	i	-36
Cc1ccc(S(=O)(=O)NC(=O)Nc2nc(-c3ccc(F)c(F)c3)cs2)cc1	i	-15
OC(Cn1cnnc1)c1ccccc1 (configuration not stated)	i	-17
COc1c(Cl)cc(Cl)cc1CNCc1ccccc1	i	-18

Next section
structure	CHT allo act	OX1R antagonist
O=C1C(Cl)=C(N2CCCCCC2)C(=O)N1c1ccc(Br)cc1	i	-46
O=C(CSc1nncc(=O)[nH]1)NC1CCCCC1	i	12
Cc1ccc(C(=O)Nc2ccc(Oc3ccc(C(=O)O)c(C(=O)O)c3)cc2)cc1C	i	-22
O=C(COC(=O)/C=C/c1cccc(Br)c1)NC1CCCCC1	nt	-17
Cc1cccc(NC(=O)CN(C)S(=O)(=O)c2cccs2)c1	i	17
CCOC(=O)C1=NN(c2ccccc2)C2=NC(C)=C(C(=O)OC)C(c3cccs3)N12 (configuration not stated)	i	-20
Cc1ccc(CNC(=O)C2CCCN(S(=O)(=O)c3ccc(F)cc3)C2)cc1 (configuration not stated)	i	nt
CSCCC(NC(=O)c1ccccc1Cl)C(=O)N1CCCCCCC1 (configuration not stated)	nt	-18
COc1ccc(S(=O)(=O)CCC(=O)Nc2c(C)n(C)n(-c3ccccc3)c2=O)cc1	i	-16
O=S(=O)(Nc1nc2ccccc2[nH]1)c1ccccc1	i	-17
O=C(COC(=O)/C=C/c1cccc(F)c1)NC1CCCC1	nt	1
CN(c1ccccc1)c1ncccn1	i	2
CCC1=NC(c2ccc(OC)cc2)N(O)C1(C)C (configuration not stated)	i	4
Cc1c(C(=O)N2CCOCC2)sc(NC(=O)c2ccc3c(c2)OCO3)c1C#N	i	-4
CC(C)OCCCNC(=O)C(Cc1ccccc1)NS(=O)(=O)c1ccc2c(c1)CCC(=O)N2 (configuration not stated)	i	-16
CC(=O)c1ccccc1OC(=O)c1c(F)cccc1F	i	-5
CCCCn1c(SCC(=O)NC2CC2)nc2ccccc2c1=O	i	-11
CCc1cc(C(=O)Nc2cc(Cl)ccc2N2CCN(C)CC2)sc1C	i	-40
COc1ccccc1CNC(=O)c1ccc2c(c1)OCO2	i	-10
COc1ccccc1NC(=O)c1nn(-c2ccccc2)ccc1=O	i	6
CC(=O)c1ccc(O)c(CC=C(C)C)c1	i	-16
COc1ccc(C2C(C#N)=C(N)Oc3cc(C)n(Cc4ccco4)c(=O)c32)cc1 (configuration not stated)	i	-16
Cc1cc(Cl)ccc1-n1c(-c2cccnc2)n[nH]c1=S	i	-11
CCN(CC)CCn1c2ccc(Cl)cc2c2nc(C)sc21	i	-27
COc1cc(C(=O)N/N=C/c2cn(Cc3ccccc3)c3ccccc23)ccc1O	i	nt
O=S(=O)(Nc1ccc2ccccc2c1)c1ccccc1	i	-11
Cc1ccccc1NC(=O)CSc1nc(N2CCCCC2)nc(N2CCCCC2)n1	i	-11
CC(=O)/C(C#N)=C1\NC(=O)C(Cc2ccccc2C)S1 (configuration not stated)	i	-15
C=CCn1cc(C(=O)NCC2CCCO2)c(=O)c2cc(S(=O)(=O)N3CCCCCC3)ccc21 (configuration not stated)	i	-33
O=C(CN1C(=O)COc2ccc(S(=O)(=O)N3CCCC3)cc21)N1CCCC1	i	-3
CCC(=O)Nc1ccc(C(=O)NNC(=O)c2cc([N+](=O)[O-])cc([N+](=O)[O-])c2)cc1	i	-6
COc1ccc(OC(=O)COc2cc(C)ccc2C)cc1	i	-15
CSCC[C@H](NC(=O)N1CCn2c1nc1ccccc12)C(=O)N1CCCCC1	i	-12
Clc1ccc(OCCNCCc2ccccc2)cc1	i	6
CSc1ccccc1OCc1cc(C(=O)NCc2cccc(C)n2)no1	i	-19
COC(=O)CCC(=O)OC1(C)C(=O)C2=CN(CCCCO)C(c3ccc(OC)cc3)=CC2=C(Br)C1=O (configuration not stated)	i	6
CCOC(=O)c1cccc(NC(=O)CCNS(=O)(=O)c2cc(Br)cnc2N)c1	i	22
O=C(O)C1CCCCC1C(=O)NCCCn1ccnc1 (configuration not stated)	i	-5
CC(C(=O)O)n1c(C(F)(F)F)nc2ccccc21 (configuration not stated)	i	-14
NNC(=O)/C(=C/c1cccs1)NC(=O)c1ccccc1Cl	i	-23
CC1(C)CN(c2ccc(N3CC(C)(C)C3=O)cc2)C1=O	i	-12
Cc1ccc(N=C2NC(=O)/C(=C/c3cccs3)S2)cc1C	i	15
N#C/C(=C\c1ccc(-c2ccccc2)cc1)c1nc(-c2ccco2)cs1	i	0
COCCOC(=O)C1=C(C)NC2=C(C(=O)CC(C)(C)C2)C1c1cc2c(cc1Br)OCO2 (configuration not stated)	i	-9
O=C(NCCn1cccn1)C1CCC(=O)N(CC2CCCCC2)C1 (configuration not stated)	i	-3
COc1cc(C(=O)NC(CCSC)C(=O)OCc2cc([N+](=O)[O-])cc3c2OCOC3)cc(OC)c1OC (configuration not stated)	i	-8
COc1ccc(CCn2c(=N)c(C(=O)NCC3CCCO3)cc3c(=O)n4ccccc4nc32)cc1OC (configuration not stated)	i	-20
CCc1ccc(C(=O)COc2ccc(NC(C)=O)cc2)cc1	i	-14
CC(NC(=O)c1ccc(F)cc1)C(c1cccs1)N1CCN(C)CC1 (configuration not stated)	i	-15
Cc1cccc(C)c1OCCCN1CCOCC1	i	-14
CC(C)(C)C(=O)NNC(=O)c1cc2sccc2s1	i	-7
CCc1cc(/C(Cc2cscn2)=N\O)c(O)cc1O	i	-24
COc1ccc(/C=C/C(=O)c2cc(Cl)cc(Cl)c2O)c(OC)c1	i	-11
O=C(Cc1ccccc1)Nc1cc(Cl)ccc1Sc1ccccc1	i	-29
CCOC(=O)CSc1nnnn1-c1cccc2ccccc12	i	-5
Cc1ccc(/C=N/n2c(C)nc3ccccc3c2=O)s1	i	-14
O=c1nc2ccc(Cl)cn2c2ccc(S(=O)(=O)N3CCOCC3)cc12	i	-4
Brc1ccc(-c2nnc3n2CCCCC3)cc1	i	9
O=C(NCCCn1ccnc1)c1cc(-c2ccc3c(c2)OCO3)on1	i	5
CCC1=NN(C(=O)c2ccccc2Br)C(O)(c2ccc(Br)cc2)C1 (configuration not stated)	i	-32

Other entries follow:
structure	CHT allo act	OX1R antagonist
CCOc1ncccc1C(=O)Nc1ccc(S(=O)(=O)N2CC(C)CC(C)C2)cc1 (configuration not stated)	nt	-18
CCOc1ccc(CCNC(=O)CS(=O)(=O)Cc2nc(-c3ccc(OC)cc3)oc2C)cc1	i	-29
CC1=CC(C)(C)Nc2ccc(OC(=O)c3cccnc3)cc21	i	-6
CC(=O)c1ccc(C(=O)N2CCCC(C(=O)c3cc(F)ccc3F)C2)s1 (configuration not stated)	i	-19
